Screening data (PubChem BioAssay)
MEKK2mut PB1 HTS: MEK5 binding signal on mutant MEKK2 PB1, primary screen, biochemical, multiplex bead flow cytometry, Alexa488-MEK5 | Alexa488-MEK5 binding to MEKK2 mutant | percent response, % at 10 µM | hit rate 0.35% among 290,000 | AID 1530, 2009; in the data active = percent response above about 24%, passing the limit was not always enough; also: inactives centre near 1; some results filed as inactive read as strong as hits; reference of the scale not given here
NALP1 yeast inh: NALP1 inflammasome inhibitors in reconstituted yeast, colorimetric, S. cerevisiae, triplicate retest | S. cerevisiae NALP1/ASC/caspase-1 growth, X-gal OD620, 72 h | inhibition, % at 10 µM | hit rate 0.61% among 280,000; in the data active = inhibition mostly above about 24%, no sharp cut-off; inactive = mostly below about 32%; also: some compounds called inactive have numbers as strong as hits
PHOSPHO1 inh: PubChem AID 1565; Phosphoethanolamine/phosphocholine phosphatase (Homo sapiens), Q8TCT1; recombinant PHOSPHO1, absorbance phosphatase assay; inhibition, % at 13.3 µM; hit rate 1.1% among 290,000; in the data active = inhibition above about 60%
PfM18AAP inh: PfM18AAP inhibitors, malaria aminopeptidase, primary screen, biochemical, QFRET, recombinant enzyme; M18 aspartyl aminopeptidase (Plasmodium falciparum 3D7); H-Glu-NHMec fluorogenic cleavage; inhibition, % at 7.35 µM; hit rate 1.2% among 290,000; AID 1822, 2009;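 active = inhibition above the campaign mean inhibition over all tested compounds plus 3 SD, cut at about 28% in these data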;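 also: 0% = plate median of test compound wells and 100% = 2 mM ZnCl2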
OXTR agonist: human OXTR agonists, primary screen, fluorescence, CHO-OTR cells, Fluo-8 calcium. Fluo-8 calcium fluorescence; normalized: DMSO 0%, oxytocin 100%. activation, % at 3 µM. hit rate 0.32% among 320,000. AID 2435, 2010;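 active = activation above the mean of all tested compounds plus 3 SD, cutoff set per screening run, cut at about 20% in these data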;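 also: peak over basal fluorescence ratio from a 100 s FLIPR kinetic read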
Target sequence (P30559 whole entry, looked up): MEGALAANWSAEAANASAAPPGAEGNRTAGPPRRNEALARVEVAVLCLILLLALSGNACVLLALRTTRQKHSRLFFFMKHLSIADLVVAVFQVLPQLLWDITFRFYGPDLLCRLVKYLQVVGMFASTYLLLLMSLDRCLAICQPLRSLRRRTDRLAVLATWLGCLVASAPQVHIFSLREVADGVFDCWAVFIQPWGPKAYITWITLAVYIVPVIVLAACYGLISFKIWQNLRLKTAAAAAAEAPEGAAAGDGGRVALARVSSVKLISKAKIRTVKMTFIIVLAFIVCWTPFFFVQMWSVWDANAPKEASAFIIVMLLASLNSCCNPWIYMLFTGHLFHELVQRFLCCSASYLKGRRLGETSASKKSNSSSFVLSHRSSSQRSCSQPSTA
MEKK3 PB1 HTS: modulators of MEKK3-MEK5 PB1 binding, primary screen, biochemical, wildtype MEKK3, multiplex bead flow cytometry, Alexa488-MEK5; Mitogen-activated protein kinase kinase kinase 3 (Homo sapiens), Q99759; bead-based flow cytometry, Alexa488-MEK5 binding to MEKK3; actives lie on both sides; 0 = blocked by unlabeled MEK5, 100 = vehicle; binding response (% of control), % at 10 µM; hit rate 1.4% among 290,000; AID 1529, 2009;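 active = binding response more than 3 SD above or below the average of its plate-row segment, actives on both sides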;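 also: Alexa488 bead fluorescence after subtracting the streptavidin-only scavenger bead signal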
MEKK2wt PB1 HTS: modulators of MEK5 binding to wildtype MEKK2, primary screen, biochemical, multiplex bead flow cytometry, Alexa488-MEK5 | Alexa488-MEK5 binding to MEKK2 WT; actives lie on both sides | binding response (% of control), % at 10 µM | AID 1531, 2009 | hit rate 1.1% among 290,000; in the data active = binding response below about 67% or above about 130%
FID counter: compounds displacing fluorescent DNA intercalator, primary screen, artefact control for HCV NS3 helicase inhibitor project, biochemical, FID fluorescence. inhibition, % at 7.9 µM. DNA fluorescent intercalator displacement. AID 1845, 2009. hit rate 0.17% among 290,000; in the data active = inhibition above about 37%;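 also: 0% = vehicle and 100% = reference compound; higher means more ethidium bromide displaced from hairpin DNA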
GPR7 antagonist: GPR7 receptor antagonists, primary screen, cell-based, fluorescence, single concentration. Neuropeptides B/W receptor type 1 (Homo sapiens), P48145. GPR7-expressing cells, fluorescence antagonist assay. inhibition, % at 4.4 µM. hit rate 1.1% among 290,000. AID 1861, 2009; in the data active = inhibition above about 16%, passing the limit was not always enough;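 also: cells stimulated with the agonist NPW; 0% = agonist with vehicle and 100% = vehicle without agonist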
Target sequence (P48145 whole entry, looked up): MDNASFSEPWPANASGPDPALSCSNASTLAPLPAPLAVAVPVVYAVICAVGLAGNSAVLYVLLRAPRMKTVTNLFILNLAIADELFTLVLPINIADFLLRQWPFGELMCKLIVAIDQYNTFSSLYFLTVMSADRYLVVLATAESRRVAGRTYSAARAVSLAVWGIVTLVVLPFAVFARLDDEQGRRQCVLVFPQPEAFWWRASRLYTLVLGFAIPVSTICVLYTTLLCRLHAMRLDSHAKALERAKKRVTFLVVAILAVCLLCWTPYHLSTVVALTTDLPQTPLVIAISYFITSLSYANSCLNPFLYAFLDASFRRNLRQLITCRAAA
Active calls of the source: *; x = not tested or not shown.

SMILES	MEKK2mut PB1 HTS	NALP1 yeast inh	PHOSPHO1 inh	PfM18AAP inh	OXTR agonist	MEKK3 PB1 HTS	MEKK2wt PB1 HTS	FID counter	GPR7 antagonist
Cc1cc(C)c2nc(C)cc(N/N=C/c3ccc(O)cc3)c2c1	119.0*	-8.6	x	14.9	-0.7	115.0	237.0*	48.2*	-11.2
COC(=O)c1ccc(COC(=O)c2nn(C)c(=O)c3ccccc23)cc1	2.0	11.0	-22.6	0.6	7.9	104.0	102.0	-3.6	-6.4
Cc1cc(OCC(O)CN2CCN(C)CC2)ccc1C(C)C (stereo unspecified)	9.0	5.6	-1.0	0.0	1.7	102.0	110.0	6.4	-2.1
O=C(C1=C[C@H](c2ccccc2)C[C@H](OCc2ccc(CO)cc2)O1)N1CCN(Cc2ccccc2)CC1	7.0	11.5	-3.4	-2.5	1.1	105.0	106.0	-24.7	-9.5
NC(=O)C1=C[C@H](c2ccc(C(F)(F)F)cc2)C[C@H](OCCCCO)O1	4.0	-12.3	38.8	10.6	2.2	104.0	104.0	-17.5	-8.2
Brc1cccc(OCCCCN2CCCCC2)c1	1.0	54.3	13.5	3.1	1.6	108.0	104.0	10.0	3.4
Cc1ccc(-c2nc(SCC(=O)NCC3CCCO3)c(-c3ccc(Cl)cc3)[nH]2)cc1 (stereo unspecified)	10.0	27.8	-13.5	-0.1	-1.2	117.0	102.0	-4.0	-4.8
CCOC(=O)N1CCN(C(=O)c2ccc3c(c2)N(Cc2cccc(Cl)c2)C(=O)c2ccccc2S3=O)CC1 (stereo unspecified)	-1.0	20.7	27.3	-12.2	0.9	99.0	98.0	-69.7	-4.9
C=CCN1CCN(C(=O)c2oc3ccccc3c2C)CC1	2.0	1.9	14.1	0.8	-0.3	102.0	103.0	-2.7	0.6
Cc1cc(OCC(=O)NCCCN2CCOCC2)cc(C)c1Cl	3.0	x	x	-11.6	-0.3	100.0	105.0	5.5	-4.2
COc1ccccc1CCC(=O)N(C)CC(=O)Nc1ccc(F)cc1	7.0	1.2	-14.9	3.5	-1.0	100.0	104.0	-19.0	-14.8
CCCCSc1nnc(CCCCCNC(=O)OC(C)(C)C)o1	0.0	-2.1	31.5	5.1	0.2	99.0	100.0	-35.0	1.0
Cc1ccc(S(=O)(=O)N2CCN(c3ccc([N+](=O)[O-])c4cccnc34)CC2)cc1	4.0	29.5	0.8	-5.8	-1.6	100.0	95.0	0.3	-2.1
COc1cccc(C(=O)NCCSc2ccc(C)cc2)c1	1.0	37.7	-4.5	4.5	-2.2	120.0	104.0	-10.8	-13.3
O=C(/C=C/c1ccc(Cl)cc1)c1cccnc1	-16.0	3.6	13.8	15.1	2.0	83.0	87.0	0.4	28.6*
CC1(C(=O)NNC(=O)c2ccc([N+](=O)[O-])cc2)CC1(Br)Br (stereo unspecified)	-1.0	18.5	24.0	4.0	3.7	97.0	96.0	3.8	-12.2
COc1cccc(NC(=O)c2ccc(N3C(=O)C4CC=C(C)CC4C3=O)cc2)c1 (stereo unspecified)	4.0	2.0	22.2	-2.1	3.0	105.0	104.0	-21.7	6.4
C=CCNC(=O)Nc1ccc(OCC)cc1	2.0	24.7	0.2	6.8	0.8	100.0	97.0	0.7	-2.3
Cc1c(Br)c(=O)oc2c(Br)c(O)ccc12	0.0	1.8	-98.5	6.0	-2.2	102.0	99.0	-2.8	-7.0
CCS(=O)CCSC(=N)N (stereo unspecified)	5.0	4.5	-7.4	-10.4	0.1	105.0	105.0	0.7	-13.1
Cc1nc2ccccc2n1CC(=O)NC1CCCC1	-8.0	16.4	28.7	3.1	2.7	83.0	93.0	0.1	8.1
O=C(CCCOc1ccccc1)N1CCN(C(=O)c2ccco2)CC1	-1.0	8.6	-8.4	-1.2	-0.6	102.0	99.0	-27.6	2.0
COc1cc(CNC(C)c2ccccc2)c(Br)cc1OCC(N)=O (stereo unspecified)	-2.0	-4.3	2.5	2.2	0.1	96.0	99.0	2.0	0.5
Cn1c2ccccc2c2c(C(=O)NCc3ccco3)cn(C3CCCCC3)c(=O)c21	2.0	5.4	3.9	16.7	1.2	102.0	103.0	-14.3	12.3
C=CCN1C(=O)CS/C1=C(\C#N)S(=O)(=O)c1ccc(C)cc1	-24.0	13.1	-18.5	-9.9	4.1	83.0	89.0	-20.8	1.2
COC(=O)CC1C(=O)NC2CCCCC2N1C(=O)CCl (stereo unspecified)	-14.0	0.7	11.6	12.8	0.2	64.0	76.0	-2.8	10.2
O=C(CSc1ncn[nH]1)N1CCN(S(=O)(=O)c2ccc(Cl)cc2)CC1	-3.0	15.1	16.2	-4.9	-0.7	102.0	104.0	-0.9	-14.5
COc1cc2c(cc1OC)CN(C(=S)Nc1cccc(Cl)c1C)CC2	-2.0	-12.9	19.7	9.1	5.9	97.0	93.0	-11.6	-13.7
CC12CCC(=O)N1C(C(=O)Nc1ccc(Br)cc1Cl)CS2 (stereo unspecified)	8.0	16.0	21.2	-5.8	-0.6	103.0	106.0	-12.4	-17.1
CCn1c(SCC(=O)Nc2cc(C)on2)nnc1-c1c[nH]c2ccccc12	12.0	16.4	-0.2	-4.6	-1.5	109.0	101.0	-20.4	10.2
CCC(=O)Nc1ccc(C2C(=O)c3ccccc3C2=O)cc1	-7.0	15.6	x	-9.6	0.2	91.0	94.0	-5.0	15.3
CCCC(C)NC(=O)C1CC(=O)N(CCc2ccc(F)cc2)C1 (stereo unspecified)	14.0	7.0	-2.7	-10.8	0.3	109.0	110.0	-5.8	-11.0
CC(C1CC2CCC1C2)n1c(-c2ccco2)n[nH]c1=S (stereo unspecified)	-5.0	5.5	-9.0	22.2	-2.1	102.0	97.0	-22.1	10.8
CN(C)c1cccc(C(=O)N/C=C/n2cnc3cc(C(F)(F)F)ccc32)c1	2.0	7.7	-15.4	5.4	-1.2	103.0	104.0	-21.0	-7.5
Cc1csc(NC(=O)CSc2nnc(Cc3cccn3C)n2-c2ccc(F)cc2)n1	15.0	21.3	-6.0	-0.3	3.2	115.0	120.0	-41.8	-8.8
O=C(c1ccccc1)c1ccccc1C(=O)N1CCCC1	-2.0	4.5	-12.2	1.4	-0.3	97.0	97.0	-4.1	-6.6
CCCC(=O)N=C1SC2CS(=O)(=O)CC2N1c1ccc(-c2nc3ccc(C)cc3s2)cc1 (stereo unspecified)	5.0	22.4	-16.4	3.6	1.8	98.0	106.0	3.3	10.4
Clc1ccc(CCNc2ncnc3nc[nH]c23)cc1	6.0	23.4	-0.6	-2.8	9.7	90.0	110.0	-3.1	-4.3
O=C(CSc1nnc(CNC(=O)c2ccco2)o1)Nc1nc2ccccc2s1	0.0	-8.4	-58.0	29.2*	0.3	121.0	117.0	-29.6	-9.3
Cc1cc(C)nc(SCC(=O)Nc2nc(-c3ccccc3)c(-c3ccccc3)o2)n1	19.0	11.8	-18.9	2.8	-2.0	109.0	114.0	-17.2	-1.8

Entries of single compounds, quoted from the list:
`O=C(c1ccccc1)c1ccccc1C(=O)N1CCCC1` reads MEKK2mut PB1 HTS: -2.0; NALP1 yeast inh: 4.5; PHOSPHO1 inh: -12.2; PfM18AAP inh: 1.4; OXTR agonist: -0.3; MEKK3 PB1 HTS: 97.0; MEKK2wt PB1 HTS: 97.0; FID counter: -4.1; GPR7 antagonist: -6.6
`NC(=O)C1=C[C@H](c2ccc(C(F)(F)F)cc2)C[C@H](OCCCCO)O1` reads MEKK2mut PB1 HTS: 4.0; NALP1 yeast inh: -12.3; PHOSPHO1 inh: 38.8; PfM18AAP inh: 10.6; OXTR agonist: 2.2; MEKK3 PB1 HTS: 104.0; MEKK2wt PB1 HTS: 104.0; FID counter: -17.5; GPR7 antagonist: -8.2

Next part
SMILES	MEKK2mut PB1 HTS	NALP1 yeast inh	PHOSPHO1 inh	PfM18AAP inh	OXTR agonist	MEKK3 PB1 HTS	MEKK2wt PB1 HTS	FID counter	GPR7 antagonist
Cc1nc(NC(=O)c2ccc(Br)o2)sc1C	3.0	4.8	17.1	1.0	-1.4	102.0	105.0	-2.8	-1.2
COc1ccc(N2CCN(S(=O)(=O)c3ccc4c(c3)CCCC4)CC2)c([N+](=O)[O-])c1	2.0	-1.8	3.2	-13.4	2.8	100.0	100.0	0.9	7.7
CCc1ccc(C(=O)COC(=O)c2nn(C)c(=O)c3ccccc23)cc1	-5.0	12.3	-4.0	-1.0	-1.3	99.0	98.0	-15.0	-14.6
COC(=O)N1CC(=O)N(OC)C1c1ccc(Cl)cc1Cl (stereo unspecified)	1.0	0.2	1.3	-5.5	-0.5	98.0	109.0	-8.3	5.2
C/C(=N/OC(=O)C1CC1c1ccccc1)c1ccccc1 (stereo unspecified)	-12.0	4.0	-12.4	0.0	-2.2	100.0	83.0	-29.4	-3.8
O=C(NC(NC(=S)Nc1ccccc1Cl)C(Cl)(Cl)Cl)c1cccc(Cl)c1 (stereo unspecified)	3.0	9.3	-2.4	1.3	11.9	124.0	133.0	1.0	27.1*
CC(C)(C)OC(=O)NNC(=O)Nc1ccccc1C(F)(F)F	1.0	16.7	32.5	-7.0	4.0	101.0	101.0	-2.2	-11.9
CCOC(=O)N1CCN(C(=O)C2CCN(Cc3ccc(O)c(OCC)c3)CC2)CC1	-5.0	3.8	42.8	-7.9	0.9	98.0	100.0	14.8	-14.0
CC(C(=O)NCC1CCCCC1)N(C)Cc1cccc(Cl)c1 (stereo unspecified)	-2.0	13.2	24.4	5.5	-2.3	111.0	100.0	-8.5	-4.4
COc1cc2c(cc1OC)CN(C(=O)c1cc3ccccc3oc1=O)CC2	-13.0	8.9	14.4	7.9	-1.8	85.0	88.0	-7.4	-9.2
